APP transl inh = APP translation inhibition | AID 1285 | 0.82% of 190,000 active | inhibition, % at 2 µM | SH-SY5Y APP 5'UTR-luciferase reporter, luminescence;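 active = inhibition above a set limit, derived from the sample mean plus 3 SD, cut at about 45% in these data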; note: values of inactives mirror those of a sister screen read the other way
STAT1 activator = activators of IFN-gamma induced STAT1 signaling | NIH 3T3 STAT1-luciferase reporter, luminescence; 100% = IFN-gamma alone, no compound | activation (% of control), % at 5.5 µM | 2.6% of 200,000 active | AID 932;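 active = activation above the screen-wide mean activation plus 3 SD, cut at about 130% in these data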;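 note: raw ratio to IFN-gamma control signal so 100% means no change and 0% no light; values of inactives mirror those of a sister screen read the other way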
STAT1 inh = STAT1 signaling inhibition | NIH 3T3 STAT1-luciferase reporter, IFN-gamma, luminescence | inhibition, % at 5.5 µM | 0.35% of 200,000 active | AID 920;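 active = inhibition above a set limit, the mean inhibition across all tested compounds plus 3 SD, cut at about 34% in these data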;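 note: 0% = IFN-gamma with DMSO and 100% = IFN-gamma with 300 µM nifuroxazide; values of inactives mirror those of a sister screen read the other way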
Hsp70 activator = Hsp70 transcriptional activation, primary screen; HeLa Hsp70 promoter luciferase reporter, luminescence; scaled: vehicle 0, proteasome-inhibitor control 100%; activation, % at 10 µM; 0.04% of 200,000 active; AID 1203;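 active = activation above the mean across all tested compounds plus 3 SD, cutoff set per campaign, cut at about 5.5% in these data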;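 note: 100% = MG132 at 30 µM as the positive control and 0% = DMSO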
APP 5'UTR act = activates APP 5'UTR luciferase reporter. SH-SY5Y APP 5'UTR luciferase reporter, luminescence; zero percent = DMSO vehicle wells. activation, % at 2 µM. 1% of 190,000 active. AID 1276;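 active = activation above a set limit, based on mean plus 3 SD of controls, cut at about 140% in these data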; note: values of inactives mirror those of a sister screen read the other way
RAM inhibit = blocks the yeast RAM network; S. cerevisiae dse1pr::URA3 reporter, 5-FOA growth OD615, 2 d; analog-sensitive cbk1-as2 kinase mutant strain; inhibition, % at 50 µM; 1.8% of 190,000 active; AID 868;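 active = inhibition above a set limit, 3 SD over mean compound inhibition, cut at about 8.4% in these data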;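 note: 0% = DMSO-only wells with no growth and 100% = 10 µM 1-NA-PP1 full growth; inhibition rescues growth on 5-FOA so higher OD means more RAM inhibition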
NF-kB neuron act = NF-kB expression increase, human neuronal cells; NF-kB reporter expression; stronger effect = higher value; fold change at 12.5 µM; 1.6% of 190,000 active; AID 1239; in the data active = fold change above about 3.3
STAT3 activator = activators of IL-6 induced STAT3 signaling. U3A cells, IL-6 STAT3-luciferase reporter, luminescence; 100% = signal with IL-6 EC80 alone. activation (% of control), % at 5.6 µM. 0.91% of 190,000 active. AID 871;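 active = activation above the screen-wide mean of compound activation plus 3 SD, cut at about 130% in these data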;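 note: 0% = background luminescence of wells with medium and substrate only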
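Detection: reporter luminescence signal / Assay system: STAT1-lacking human U3A cells, STAT3 luciferase reporter / Incubation: compound pre-incubation 1 h before IL-6, then 6 h stimulation at 37 °C / Control set: IL-6-only high control / Read-out: % activation relative to IL-6 control / Probe or stimulus: Interleukin-6, 33 ng/mL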
FLuc inhib CS = Photinus pyralis luciferase inhibition counter-screen. P08659. ATPLite firefly luciferase biochemical luminescence, 10 min. inhibition, % at 10 µM. 1.5% of 200,000 active. AID 1006;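 active = inhibition above about 50% when tested at 10 µM, limit read from the data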
Target sequence (P08659 whole entry, looked up): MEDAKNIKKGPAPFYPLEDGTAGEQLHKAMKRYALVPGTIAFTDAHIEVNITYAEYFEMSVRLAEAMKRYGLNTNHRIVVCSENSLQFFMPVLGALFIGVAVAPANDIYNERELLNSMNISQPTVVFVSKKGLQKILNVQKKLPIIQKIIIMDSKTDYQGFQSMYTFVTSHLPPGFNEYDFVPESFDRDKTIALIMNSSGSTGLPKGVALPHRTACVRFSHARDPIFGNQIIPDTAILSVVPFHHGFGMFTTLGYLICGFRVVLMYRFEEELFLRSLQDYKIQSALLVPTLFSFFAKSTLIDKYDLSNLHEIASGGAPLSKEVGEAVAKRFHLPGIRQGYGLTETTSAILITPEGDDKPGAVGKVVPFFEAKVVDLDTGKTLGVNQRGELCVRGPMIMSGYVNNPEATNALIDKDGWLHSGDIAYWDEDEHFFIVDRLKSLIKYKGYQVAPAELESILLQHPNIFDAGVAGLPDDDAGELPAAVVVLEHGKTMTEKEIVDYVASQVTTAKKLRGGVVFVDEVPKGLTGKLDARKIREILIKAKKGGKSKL
STAT3 blocker = STAT3 signaling inhibition; U3A cells, IL-6 STAT3-luciferase reporter, luminescence; host cell line lacks STAT1; inhibition, % at 5.5 µM; 0.89% of 190,000 active;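 active = inhibition above the mean inhibition across all screened compounds plus 3 SD, cut at about 44% in these data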;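 note: 0% = DMSO only wells and 100% = 100 µM nifuroxazide control wells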
Numbers without * were called inactive; . = not tested or not shown. Outcome played no part in choosing rows, and some 7.7% of all compounds hit somewhere here.

molecule	APP transl inh	STAT1 activator	STAT1 inh	Hsp70 activator	APP 5'UTR act	RAM inhibit	NF-kB neuron act	STAT3 activator	FLuc inhib CS	STAT3 blocker
Cc1cc(C)c2oc(=O)cc(CN3CCN(Cc4ccc5c(c4)OCO5)CC3)c2c1	-1	92	8	0.1	1	-0.3	1.2	100	-7	4
Cn1c(Cl)c(/C=N/OC(=O)C2CC2)c2ccccc21	-4	93	6	-0.3	4	2.5	1.1	131	-6	-21
COC(=O)c1ccccc1S(=O)(=O)N1Cc2cc([N+](=O)[O-])ccc2Oc2ccccc21	3	99	1	-0.3	-3	1.9	1.2	100	-6	6
O=C(Nc1ccc2c(c1)oc1ccccc12)N1CCOCC1	-74	140*	-44	-0.3	74	0.5	3.8*	108	29	-6
CCN1CC(CN(C)Cc2nc(-c3cccs3)no2)CC1=O (stereo not drawn)	3	94	7	-0.4	-3	1.5	1.4	94	3	7
CCN1CCN(Cc2nc3c(c(=O)n(C)c(=O)n3C)n2C(C)C(C)=O)CC1 (stereo not drawn)	9	98	2	-0.3	-9	0.0	1.1	91	-4	18
COc1ccc(CC(=O)N2CCN(c3ccccn3)CC2)cc1	-23	102	-1	-0.1	23	2.6	1.2	100	2	3
Cc1ccccc1Cc1c(C)nc2c(C(=O)N3CCN(Cc4ccc5c(c4)OCO5)CC3)cnn2c1C	-14	99	-2	0.0	14	.	.	97	.	6
O=C(O)CN1CCNCC1	-13	96	4	0.0	13	0.3	1	101	-3	2
COc1ccc(C(=O)Nc2cccc(C)c2)cc1S(=O)(=O)N1CCOCC1	-9	92	9	0.5	9	1.8	0.73	95	-3	8
O=C(c1cc(-c2ccncc2)nc2ccc(Br)cc12)N1CCN(Cc2ccc3c(c2)OCO3)CC1	-11	97	0	0.0	11	1.2	0.93	104	-2	0
CC(C)(C)c1nnc(NC(=O)NS(=O)(=O)c2ccccc2)s1	10	102	-3	-0.5	-10	-0.3	0.9	94	1	10
NC(=O)C1(N2CCCCC2)CCN(C(=O)CSc2nc(C(F)(F)F)cc(=O)[nH]2)CC1	-16	94	6	-0.7	16	0.6	1.1	97	-8	6
CCN(CC)CCCNC(=O)CSc1c2c(nc3cc(Cl)ccc13)CCCC2	-16	104	-6	-0.1	16	1.7	1.1	108	-9	-9
COc1ccc(Br)cc1C(=O)NC(=S)Nc1cc(-c2nc3ccccc3[nH]2)ccc1C	-21	110	-11	0.1	21	2.8	1.1	110	2	-18
NCCCn1cnc2ccccc21	-15	107	-9	0.2	15	1.8	0.88	97	-4	14
CC(NC(=O)OC(C)(C)C)C(=O)Oc1cc2oc(=O)cc(-c3ccccc3)c2cc1Cl (stereo not drawn)	-9	99	1	-0.3	9	3.6	0.99	102	-2	5
COc1ccc(NC(=O)c2ccc3c(c2)OCO3)cc1Cl	-138	121	-23	-0.3	138*	1.5	5*	71	61*	39
Cc1nc2ccccc2c(=O)n1Nc1cccc(Cl)c1	-11	97	3	-0.1	11	1.1	1.1	102	0	-4
COc1ccc(-c2noc(Cc3ccccc3OC)n2)cc1	-20	122	-25	0.1	20	0.0	1.4	95	-2	9
CCOC(=O)C1=NNC2(c3ccc(Cl)cc3)C(=O)N(c3ccc(C)cc3)C(=O)C12 (stereo not drawn)	-2	95	5	-0.4	2	11*	1	101	-3	4
Cc1ccc2c(c1)NC(=O)C(CC(=O)NC1CCCCC1C)O2 (stereo not drawn)	-6	106	-7	-0.2	6	2.4	1	98	-8	8
COCCNC(=S)N=Nc1c(O)[nH]c2c(C)cc(C)cc12	-8	100	-1	-0.5	8	3.0	1.3	90	-10	15
O=C(CSC1=NC(=O)C(Cc2ccccc2)C(=O)N1)Nc1ncc(Br)cc1Br (stereo not drawn)	-16	102	-3	-0.3	16	2.6	1	104	-2	-2
COc1cc(CN2CCN(Cc3ccc([N+](=O)[O-])cc3)CC2)c([N+](=O)[O-])cc1OC	-13	86	14	-0.3	13	2.5	0.99	90	-5	15
O=C(NCCc1ccccc1)C1CCCN1S(=O)(=O)c1ccccc1 (stereo not drawn)	2	99	0	0.0	-2	1.5	1.1	105	-2	6
Cc1ccc(-n2c(-c3cnccn3)n[nH]c2=S)c(Br)c1	-25	110	-11	-0.2	25	-0.7	1.1	102	-4	3
CN(C)CCNCCCOc1ccccc1-c1ccccc1	-6	96	4	-0.2	6	0.1	0.91	95	-2	8
COc1ccc(OCc2nnc3n2N=C(c2ccc(C)cc2)CS3)cc1	.	97	3	-0.1	.	1.7	1	100	-8	9
O=C(N/C(=C/C=C/c1ccccc1)C(=O)N1CCOCC1)c1ccccc1Br	-16	98	2	-0.5	16	0.7	1.1	101	0	11

3 compounds from above, ordered by heavy-atom count, largest number first:
molecule	APP transl inh	STAT1 activator	STAT1 inh	Hsp70 activator	APP 5'UTR act	RAM inhibit	NF-kB neuron act	STAT3 activator	FLuc inhib CS	STAT3 blocker
O=C(CSC1=NC(=O)C(Cc2ccccc2)C(=O)N1)Nc1ncc(Br)cc1Br (stereo not drawn)	-16	102	-3	-0.3	16	2.6	1	104	-2	-2
CC(C)(C)c1nnc(NC(=O)NS(=O)(=O)c2ccccc2)s1	10	102	-3	-0.5	-10	-0.3	0.9	94	1	10
COc1ccc(NC(=O)c2ccc3c(c2)OCO3)cc1Cl	-138	121	-23	-0.3	138*	1.5	5*	71	61*	39

Later entries:
molecule	APP transl inh	STAT1 activator	STAT1 inh	Hsp70 activator	APP 5'UTR act	RAM inhibit	NF-kB neuron act	STAT3 activator	FLuc inhib CS	STAT3 blocker
CCOc1cc(C(=O)NCCCn2ccnc2)cc(OCC)c1OCC	-20	101	-1	-0.1	20	0.0	1.1	104	-2	-8
O=C1C=CC(=O)N1c1ccc(OC(F)F)cc1	56*	98	4	-0.2	-56	-1.0	1.5	97	7	2
Cc1nc2sc(C(c3cccs3)N3CCN(c4ccccc4)CC3)c(O)n2n1 (stereo not drawn)	3	106	-10	-0.4	-3	.	.	93	-11	8
Cc1ccc(C2C3=C(CC(C)(C)CC3=O)NC3=C2C(=O)c2ccccc23)cc1 (stereo not drawn)	3	93	7	0.0	-3	3.7	0.31	101	0	4
Cc1cc(Cl)ccc1NC(=S)NCc1ccco1	11	102	-2	-0.4	-11	2.8	1.3	103	-2	2
O=c1[nH]nc(Cc2ccc3ccccc3n2)c2ccccc12	-28	110	-11	-0.2	28	1.0	1.5	147*	-2	-58
CCOC(=O)C1=C(C)Nc2ccccc2N=C1N	10	101	-1	0.0	-10	1.0	1.7	99	-6	10
O=c1c2c3c(sc2n2cnnc2n1-c1ccccc1)N(Cc1ccccc1)CCC3	-22	103	-3	-0.3	22	-0.5	0.77	107	-6	4
O=C(c1c(O)c2ccccc2oc1=O)C1CCC1	-16	104	-4	-0.2	16	-0.4	0.91	97	-7	7
O=C(CCC(=O)NNC(=O)COc1ccc(Br)cc1)NCc1ccccc1	-11	108	-9	-0.1	11	2.1	1.3	109	-7	-7
CCN(CC)c1cc2nc(C)n(Cc3ccccc3)c(=O)c2cc1NC(=O)C1CC1	22	104	2	0.4	-22	-1.2	0.94	111	-6	-10
O=C1CC(SC(=NCc2ccc3c(c2)OCO3)Nc2ccccc2)C(=O)N1 (stereo not drawn)	14	97	3	0.0	-14	2.4	0.95	100	-8	4
CN(C)/C=C/c1onc(-c2c(F)cccc2Cl)c1C#N	-23	111	-14	-0.1	23	3.8	1.6	106	-2	-5
COc1ccc(-c2cc(-c3nnc(COC(=O)C4CC4)o3)c3ccccc3n2)cc1OC	23	98	2	-0.1	-23	5.4	1.3	86	-2	16
COC(=O)c1[nH]c2cccc(C)c2c1NC(=O)CN1CCCc2ccccc21	13	96	5	-0.4	-13	1.2	0.79	140*	-6	-42
N#Cc1cc(S(=O)(=O)c2ccc(Cl)cc2)c(N)[nH]c1=O	-2	97	1	0.0	2	4.2	1.1	93	-2	12
COc1ccc(CCNC(=O)c2ccn[nH]2)cc1OC	4	97	4	-0.3	-4	0.9	0.98	112	0	-12
COc1ccc(-c2cc(C(=O)Nc3ccc(Cl)cc3Cl)c3ccccc3n2)cc1OC	0	104	-4	-0.3	0	5.5	0.96	108	-1	-13
NC1=NC(c2cn[nH]c2-c2ccc(F)cc2)n2c(nc3ccccc32)N1 (stereo not drawn)	-26	83	20	-0.2	26	3.2	1.1	96	-4	10
CCNc1nc(Cl)nc(NNC(=O)C(C)Oc2ccccc2)n1 (stereo not drawn)	14	100	0	-0.3	-14	4.0	1	93	-6	7
CC(C)CC1C(C#N)=C(N)Oc2n[nH]c(-c3ccccc3)c21 (stereo not drawn)	-2	103	0	0.0	2	0.7	1.1	96	-1	7
CCNC(=O)COC(=O)/C=C/c1cccs1	-25	106	-7	-0.2	25	2.3	1.4	104	1	-3
COCc1nnc(NC(=O)CC(C)c2ccccc2)s1 (stereo not drawn)	-2	94	7	-0.1	2	1.1	1.3	101	-2	3
O=C(CN1CCNCC1)NCCSc1ccc(Cl)cc1	-16	93	6	0.1	16	-0.5	1.2	98	-1	12
Cc1cc(C)c2sc(N(CCN(C)C)C(=O)c3cc(Cl)sc3Cl)nc2c1	-3	93	6	-0.3	3	-0.4	1.5	98	-7	14
O=[N+]([O-])c1ccccc1-c1cc(-c2ccccc2O)n[nH]1	-98	96	4	-0.2	98	-0.9	2.5	123	11	-31
COc1cc(CN2CCC(N3CCC(C(=O)N4CCCC4)CC3)CC2)cc2c1OCO2	3	105	-7	-0.3	-3	2.3	0.88	99	-10	6
CCCCCNCC(=O)Nc1cccc(C(=O)Nc2cccc(C(F)(F)F)c2)c1	-23	88	12	0.5	23	-1.5	0.73	111	-1	-6
CN1CCN(C(=O)CCc2nc3ccccc3c(=O)[nH]2)CC1	-10	106	-7	-0.2	10	-0.8	1.2	99	-1	-2
CC(C)OCCCn1c(-c2ccc(Br)cc2)c[nH]c1=S	6	88	11	-0.4	-5	1.0	0.93	96	-2	6
COc1cc(OC)cc(C(=O)N[C@H](C(=O)OCC(=O)NC(=O)NC(C)(C)C)C(C)C)c1	-4	100	-2	-0.3	4	2.3	1.2	107	-8	-1
CC(=O)NS(=O)(=O)c1ccc(NC(=O)/C=C/c2ccc(C)o2)cc1	2	102	-4	-0.5	-3	1.6	0.93	106	-3	-3
O=C(COc1cccc(Cl)c1)Nc1ccc2c(c1)CCC2	-19	97	4	-0.2	19	2.4	1.2	99	3	-1
COc1ccc(NC(=O)CN2CCc3ccccc3C2)cc1OC	0	101	-3	0.0	0	1.4	1	99	-8	9
O=C(Nc1ccc(N2CCN(C(=O)c3ccccc3)CC2)cc1)c1ccc2c(c1)OCO2	-2	101	-1	-0.1	2	3.0	1.1	84	1	22
Cc1cc(C)c(C)c(OCCCOc2cccc3cccnc23)c1	4	92	9	-0.5	-4	-1.4	1.2	88	-6	17
Cc1nc(NC(=O)C(C)Oc2cccc(Cl)c2)sc1C(=O)N(C)C (stereo not drawn)	-12	101	-1	-0.3	12	1.9	1.4	97	0	2
CCOC(=O)C1=C(C)N(C)C(=S)NC1c1ccc(Cl)cc1 (stereo not drawn)	5	105	-6	-0.1	-5	-0.8	1.2	94	0	5
O=C(Nc1nc2ccccc2[nH]1)c1ccc(S(=O)(=O)N2CCOCC2)cc1	-13	106	-6	-0.2	13	0.4	1.2	108	0	-6

Bioassay records: PubChem BioAssay, several laboratories
